V1aR counter = counter-screen for oxytocin receptor agonists: human V1a receptor agonists; P37288; CHO-V1R cells, Fluo-8 calcium fluorescence, agonist mode; 0% DMSO, 100% 3 nM vasopressin; activation, % at 3 µM; 320,000 tested, 0.25% active;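 active means activation above the mean activation of all tested compounds plus 3 SD, per screening run, cut at about 20% in these data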;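 further: signal is peak over basal fluorescence ratio across a 100 second FLIPR read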
GalR3 antagonist = human GalR3 antagonism; AID 651719; O60755; 360,000 tested, 0.44% active; HEK293 GalR3-CNG cAMP membrane potential fluorescence; galR3 body fused to GalR1 C-terminus; inhibition, % at 3 µM;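 active means inhibition above the screen-wide average plus 3 SD, cut at about 13% in these data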;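 further: forskolin and galanin both at EC90 stimulate the cells; cAMP rise reported by CNG channel membrane potential dye signal; 0% = forskolin plus galanin with DMSO and 100% = forskolin alone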
Target sequence (O60755 1-299 limits assumed): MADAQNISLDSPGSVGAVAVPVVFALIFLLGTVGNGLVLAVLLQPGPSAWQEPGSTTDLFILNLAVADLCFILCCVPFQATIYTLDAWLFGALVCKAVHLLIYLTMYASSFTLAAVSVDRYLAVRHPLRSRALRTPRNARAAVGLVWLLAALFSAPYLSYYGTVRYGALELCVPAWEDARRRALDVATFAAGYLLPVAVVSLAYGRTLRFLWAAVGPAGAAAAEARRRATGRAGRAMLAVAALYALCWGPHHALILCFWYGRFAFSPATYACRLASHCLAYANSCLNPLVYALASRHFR
OXTR potentiate = potentiators of human oxytocin receptor. P30559. CHO-OTR cells, Fluo-8 calcium fluorescence, potentiator mode; 0% = oxytocin EC15, 100% = EC100. activation, % at 3 µM. 320,000 tested, 0.061% active. AID 2445;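 active means activation above that plate's cutoff, the mean activation of tested compounds plus 3 SD, cut at about 6.6% in these data, passing the limit was not always enough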;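 further: 100% uses oxytocin at 75 nM as the full agonist control; some results filed as inactive read as strong as hits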
Target sequence (P30559 whole entry, looked up): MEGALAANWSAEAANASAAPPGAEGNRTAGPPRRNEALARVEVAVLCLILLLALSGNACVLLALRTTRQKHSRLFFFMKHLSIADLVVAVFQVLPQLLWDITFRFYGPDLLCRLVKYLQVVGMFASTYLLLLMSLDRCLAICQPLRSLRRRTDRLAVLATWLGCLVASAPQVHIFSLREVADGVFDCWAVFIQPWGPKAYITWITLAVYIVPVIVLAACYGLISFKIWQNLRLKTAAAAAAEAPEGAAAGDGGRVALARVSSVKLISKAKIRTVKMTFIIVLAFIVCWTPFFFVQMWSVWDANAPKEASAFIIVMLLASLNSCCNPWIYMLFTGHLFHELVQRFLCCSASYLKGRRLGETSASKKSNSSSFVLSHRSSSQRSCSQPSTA
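Material: human OTR in CHO cells. Compound: 3.0 µM, one dose. Timing: compound 6 min at room temperature before oxytocin, 100 s read. Evaluation: % activation of max/min ratio relative to oxytocin controls. Replication: single well per compound, singlicate. Signal: Fluo-8 calcium dye fluorescence.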
GPR7 antagonist = antagonists of human GPR7 (neuropeptides B/W receptor 1); P48145; GPR7-expressing cells, fluorescence antagonist assay; inhibition, % at 4.4 µM; 290,000 tested, 1.1% active; AID 1861; in the data active means inhibition above about 16%, passing the limit was not always enough;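 further: cells stimulated with the agonist NPW; 0% = agonist with vehicle and 100% = vehicle without agonist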
Target sequence (P48145 whole entry, looked up): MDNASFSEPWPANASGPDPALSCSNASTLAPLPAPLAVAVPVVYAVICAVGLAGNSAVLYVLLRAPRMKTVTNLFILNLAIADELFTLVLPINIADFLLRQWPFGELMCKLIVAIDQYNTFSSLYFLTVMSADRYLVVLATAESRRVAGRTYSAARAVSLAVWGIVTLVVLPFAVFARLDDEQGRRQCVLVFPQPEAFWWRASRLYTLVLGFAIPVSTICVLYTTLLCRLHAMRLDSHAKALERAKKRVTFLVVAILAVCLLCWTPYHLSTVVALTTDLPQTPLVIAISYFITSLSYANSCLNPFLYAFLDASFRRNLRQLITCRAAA
NALP1 inh = blocks the NALP1 inflammasome reconstituted in yeast; S. cerevisiae NALP1/ASC/caspase-1 growth, X-gal OD620, 72 h; inhibition, % at 10 µM; 280,000 tested, 0.61% active; in the data active means inhibition mostly above about 24%, no sharp cut-off; inactive means mostly below about 32%; further: some compounds called inactive have numbers as strong as hits
MEKK2 mut-MEK5 = signal of MEK5 binding to mutant human MEKK2 PB1 domain; bead flow cytometry, Alexa488-MEK5 binding to MEKK2 mutant; percent response, % at 10 µM; 290,000 tested, 0.35% active; in the data active means percent response above about 24%, passing the limit was not always enough; further: inactives centre near 1; some results filed as inactive read as strong as hits
M18AAP inhibitor = blocks P. falciparum M18 aspartyl aminopeptidase; 290,000 tested, 1.2% active; inhibition, % at 7.35 µM; recombinant PfM18AAP, H-Glu-NHMec fluorogenic cleavage;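 active means inhibition above the campaign mean inhibition over all tested compounds plus 3 SD, cut at about 28% in these data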;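 further: 0% = plate median of test compound wells and 100% = 2 mM ZnCl2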
MEKK2 WT-MEK5 = raises or lowers MEK5 binding to wildtype human MEKK2 PB1 domain | Q9Y2U5 | 290,000 tested, 1.1% active | binding response (% of control), % at 10 µM | bead flow cytometry, Alexa488-MEK5 binding to MEKK2 WT; actives lie on both sides; in the data active means binding response below about 67% or above about 130%
OXTR agonist = human OXTR agonism | 320,000 tested, 0.32% active | P30559 | AID 2435 | CHO-OTR cells, Fluo-8 calcium fluorescence; normalized: DMSO 0%, oxytocin 100% | activation, % at 3 µM;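 active means activation above the mean of all tested compounds plus 3 SD, cutoff set per screening run, cut at about 20% in these data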;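 further: peak over basal fluorescence ratio from a 100 s FLIPR kinetic read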
Active calls of the source: *; nt = not tested or not shown.

SMILES	V1aR counter	GalR3 antagonist	OXTR potentiate	GPR7 antagonist	NALP1 inh	MEKK2 mut-MEK5	M18AAP inhibitor	MEKK2 WT-MEK5	OXTR agonist
CSc1nc2c(c(=O)[nH]1)C(c1ccccc1Cl)CC(=O)N2 (configuration not stated)	-1.2	-4	-2	2	-9	-1	6	106	-1.0
Fc1ccc(/C=N/n2c(COc3ccccc3)n[nH]c2=S)cc1	-1.0	-8	-18	-4	-3	5	13	109	-1.5
Cc1cccc(NC(=O)CCCN2C(=O)c3ccccc3C2=O)n1	-0.2	-4	-11	-14	-13	1	0	98	-1.2
CCOc1ccc(OCC)c(NC(=O)C2CCN(S(=O)(=O)c3c(C)[nH]c(=O)[nH]c3=O)CC2)c1	-0.6	-5	2	-13	9	-2	-7	90	0.1
CCN(C(=O)COC(=O)c1c(C)nsc1NC)c1ccccc1	2.4	-4	-7	nt	nt	nt	nt	nt	1.9
Nc1nc(SCC(=O)NCCCN2CCOCC2)nc2sc3c(c12)CCC3	0.2	-4	4	-13	17	nt	-3	nt	0.4
O=C(NNC(=O)c1ccc([N+](=O)[O-])cc1)c1ccc(NS(=O)(=O)c2cccs2)cc1	2.1	-2	-1	nt	nt	nt	nt	nt	0.7
Cc1cc(C)nc(NS(=O)(=O)c2ccc(NS(=O)(=O)c3ccc(C#N)cc3)cc2)n1	0.8	-3	-13	-7	13	-3	-1	101	0.3
CCOc1ccc(CNC(=O)CCCn2ccc3cc(S(=O)(=O)N4CCCC4)ccc32)cc1	0.5	-9	-7	12	-1	2	8	102	-1.0
Cc1c(Cl)cccc1NC(=O)C1=COCCO1	-0.8	-3	2	nt	nt	nt	nt	nt	-0.1
O=S(=O)(NCC(c1cccnc1)N1CCc2ccccc2C1)c1ccccc1 (configuration not stated)	0.9	-1	-3	-1	15	1	0	102	-0.3
O=C(COc1ccc(S(=O)(=O)NC2CCCCC2)cc1)Nc1ccc2c(c1)OCCO2	2.3	1	-4	-6	-4	1	2	98	1.0
CCN(CC)S(=O)(=O)c1ccc(C)c(NC(=S)N2CCN(Cc3ccc4c(c3)OCO4)CC2)c1	9.3	-6	-14	-4	12	5	5	101	7.5
CCCCCCSc1nnc(N)s1	-0.7	-6	7	-9	-7	3	2	101	-2.3
Cc1ccc(-c2[nH]ncc2/C=N/n2c(COc3ccccc3C)nc3ccccc3c2=O)cc1	0.1	-10	-9	3	34	-2	5	92	0.6
COc1ccccc1CNC(=O)Cn1ccc2cc(S(=O)(=O)N3CCCC3)ccc21	-0.1	-2	-7	1	8	-1	5	98	-1.3
COCCNC(=O)Cn1cc(C(=S)N2CCOCC2)c2ccccc21	0.1	-1	-4	-9	1	1	3	100	0.2
Cc1cc(=O)oc2cc(OCC(=O)NCCCn3ccnc3)ccc12	0.3	-1	0	14	12	5	2	109	0.6
O=C1c2ccccc2C(=O)N1c1ccc(Cl)cc1	-0.3	nt	-9	-10	6	1	-1	95	-2.4
CCCNC(=O)c1ccc2c(c1)CCN2S(C)(=O)=O	1.2	-2	-14	-13	16	3	-2	100	0.8
C=C(C)[C@@H](O)COc1c2ccoc2cc2oc(=O)ccc12	0.2	-2	-3	nt	nt	nt	nt	nt	1.0
CC1CCC(NC(=O)CSc2nncs2)CC1 (configuration not stated)	1.3	1	-8	nt	nt	nt	nt	nt	0.3
O=C(N/N=C\c1cccnc1)c1ccccc1O	0.5	-10	-12	-2	10	3	1	109	0.9
CN1CCN(CCC(=O)N/N=C/C=C2\N(C)c3ccccc3C2(C)C)CC1	3.2	-5	-12	2	-12	-3	3	104	1.7
CC(C)(C)C(=O)Cn1c(NCCO)nc2ccccc21	0.5	1	-8	-4	20	3	-3	109	-0.2
Cc1c(NC(=O)CN2C(=O)NC3(CCCCC3C)C2=O)cccc1[N+](=O)[O-] (configuration not stated)	-0.2	0	-8	nt	nt	nt	nt	nt	0.7
CCCCN(C(=O)c1cnc2n(c1=O)CCS2)c1ccccc1	0.6	nt	-10	2	29	-1	5	103	-0.3
O=C1CC(Sc2nnnn2-c2ccccc2)C(=O)N1c1cccc(Cl)c1 (configuration not stated)	0.9	-7	0	-4	51	0	-125	103	-0.7
CCS(=O)(=O)N1CCC(C(=O)Nc2cccc(C(C)=O)c2)CC1	-0.1	2	-7	-5	25	-2	-9	98	-0.3
CCOc1ccc(NC(=S)NNc2ccnc3cc(Cl)ccc23)cc1	0.4	-6	-12	-1	1	1	8	103	-0.3
COc1ccc(C2C(C(=O)c3ccc(C)o3)=C(O)C(=O)N2Cc2cccnc2)cc1OC (configuration not stated)	0.2	-5	7	-8	5	4	18	111	1.5
CCn1c(=O)c(C(=O)CN2CCCc3ccccc32)c(N)n(Cc2ccccc2)c1=O	-0.4	-4	-3	1	-2	0	20	69	0.4
O=c1c2c(nc3n1CCCCC3)sc1c(O)c(Br)ccc12	-0.1	-3	-6	-7	5	3	1	100	0.3
Cc1cc(N2CCOCC2)n2cc(-c3ccccc3)nc2n1	-0.8	1	-16	14	-47	-44	-4	91	-1.7
Cc1cccc(-n2c(N)cc(=O)nc2SCC(=O)Nc2nnc(C)s2)c1	nt	0	nt	5	13	nt	6	nt	nt
Nc1nc(CSc2ncn(-c3ccccc3)n2)cs1	0.4	nt	2	5	10	8	4	105	0.8
CC12CCC(C/C1=N\N=C1\NC(=O)/C(=C\c3cccc(Br)c3)S1)C2(C)C (configuration not stated)	0.6	1	-11	-8	27	-3	-2	93	-0.6
CCN(CC)S(=O)(=O)c1ccc(N2CCOCC2)c(NS(=O)(=O)c2cccs2)c1	0.1	-7	0	nt	nt	nt	nt	nt	0.3
Cn1cc(SCC(=O)O)c2ccccc21	0.7	-3	0	6	5	2	2	101	2.1
CC(CCc1ccccc1)NC(=O)COC(=O)c1cccs1 (configuration not stated)	-0.4	-4	-1	-9	-4	-2	0	97	-1.7
CC(CCc1ccccc1)NC(=O)c1ccc(Br)o1 (configuration not stated)	-1.6	-1	-3	-3	9	-3	9	97	-2.9
O=C(CCNS(=O)(=O)c1cccc2nsnc12)NCc1ccccc1	2.4	6	-17	-9	-4	-3	2	92	-0.6
CCCC(=O)Nc1sc(C)c(C)c1C(=O)Nc1cccc(C)c1	-0.8	-9	9	13	-9	3	4	104	-1.3
CCOC(=O)CN1C(=O)Nc2ccc(Br)cc2C1c1ccccc1 (configuration not stated)	2.0	-5	-18	-4	16	1	3	95	0.2
O=C(Nc1ccccc1)Nc1nnc(-c2ccccc2)o1	3.2	-2	-12	-8	25*	-3	-9	104	0.4
CN1c2ccccc2Oc2nnc(Cl)cc21	-1.1	-1	-9	-16	6	2	-1	102	-2.1
N#Cc1ccc(CN2CCN(C(=O)c3cccc(S(=O)(=O)N4CCCCCC4)c3)CC2)cc1	6.1	5	-5	nt	nt	nt	nt	nt	5.0
COc1cc(NC(=S)N2CCCC2)cc(OC)c1	nt	2	nt	-5	-9	-2	-3	100	nt
CC(=O)N1CCN(CC(O)COc2ccc(S(=O)(=O)N3CCOCC3)cc2)CC1 (configuration not stated)	1.2	-1	3	nt	nt	nt	nt	nt	1.2
Cc1cc(F)ccc1S(=O)(=O)Nc1ccccc1C(=O)Nc1ccc2[nH]c(=O)[nH]c2c1	-0.1	-5	-4	-12	nt	nt	-6	nt	-0.2
CN(C)/C=C/c1[nH]c(=O)[nH]c(=O)c1[N+](=O)[O-]	0.8	3	8	22	18	-1	3	99	0.3
CC(C)c1ccc(/C=N/NC(=O)C2CCCC2)cc1	0.3	5	4	-27	6	-3	-6	96	-1.4
CCc1nc2ccccc2n1CC(C)C(=O)O (configuration not stated)	-0.3	-4	-3	-1	-5	0	0	107	0.7
Fc1ccc(-c2cc(C(F)(F)F)nc(N3CCCCC3)n2)cc1	0.3	1	-8	-4	32	1	-18	98	0.4
COc1ccc(CNC(=O)C(=O)NCC2OCCN2S(=O)(=O)c2ccc(OC)cc2)cc1 (configuration not stated)	5.0	0	-8	-2	3	2	0	99	1.7
Cc1cnc(NC(=O)c2cc(S(=O)(=O)N(C)C)ccc2N2CCCC2)s1	0.2	-2	4	nt	nt	nt	nt	nt	-2.4
Cc1cccc(C)c1NC(=O)COc1ccccc1C(=O)Nc1ccc(Br)cn1	0.6	-1	-9	1	35	-1	-11	99	-0.6
NC(=O)Cc1cn(-c2ncc(C(F)(F)F)cc2Cl)c2ccccc12	-0.1	1	-4	0	9	13	-3	105	-0.5
Cc1cc2oc(=O)cc(-c3cc4ccccc4o3)c2cc1O	3.6	-7	-5	3	30	0	58*	103	-0.4
CCOc1ccc(N(CC(=O)N2CCCC2)S(=O)(=O)c2c(C)noc2C)cc1	-0.1	4	-2	11	0	5	-2	112	-0.9

Structural class: the compounds so far with a nitro group on carbon.
SMILES	V1aR counter	GalR3 antagonist	OXTR potentiate	GPR7 antagonist	NALP1 inh	MEKK2 mut-MEK5	M18AAP inhibitor	MEKK2 WT-MEK5	OXTR agonist
O=C(NNC(=O)c1ccc([N+](=O)[O-])cc1)c1ccc(NS(=O)(=O)c2cccs2)cc1	2.1	-2	-1	nt	nt	nt	nt	nt	0.7
Cc1c(NC(=O)CN2C(=O)NC3(CCCCC3C)C2=O)cccc1[N+](=O)[O-] (configuration not stated)	-0.2	0	-8	nt	nt	nt	nt	nt	0.7
CN(C)/C=C/c1[nH]c(=O)[nH]c(=O)c1[N+](=O)[O-]	0.8	3	8	22	18	-1	3	99	0.3

Sorted by heavy-atom count (descending): some entries from above.
SMILES	V1aR counter	GalR3 antagonist	OXTR potentiate	GPR7 antagonist	NALP1 inh	MEKK2 mut-MEK5	M18AAP inhibitor	MEKK2 WT-MEK5	OXTR agonist
COc1ccc(CNC(=O)C(=O)NCC2OCCN2S(=O)(=O)c2ccc(OC)cc2)cc1 (configuration not stated)	5.0	0	-8	-2	3	2	0	99	1.7
Fc1ccc(-c2cc(C(F)(F)F)nc(N3CCCCC3)n2)cc1	0.3	1	-8	-4	32	1	-18	98	0.4
CCc1nc2ccccc2n1CC(C)C(=O)O (configuration not stated)	-0.3	-4	-3	-1	-5	0	0	107	0.7

Remaining list, next part:
SMILES	V1aR counter	GalR3 antagonist	OXTR potentiate	GPR7 antagonist	NALP1 inh	MEKK2 mut-MEK5	M18AAP inhibitor	MEKK2 WT-MEK5	OXTR agonist
CCOc1ccc(CCNC(=O)c2cc3sc(Cl)cc3n2C)cc1OCC	-1.1	-4	-13	-3	4	3	9	107	-1.5
COc1cc(NC(=O)c2cc(-c3ccco3)on2)c(OC)cc1Cl	0.3	-6	-1	-13	14	nt	-4	nt	0.2
CCN(C(=O)CSc1nnc(-c2ccc(OC(F)F)cc2)n1N)C1CCS(=O)(=O)C1 (configuration not stated)	-0.7	-4	7	nt	nt	nt	nt	nt	1.2
COc1ccc(Oc2cc(Cl)nc(N)n2)cc1	0.6	-3	-15	1	2	0	3	104	-0.3
Cc1ccc(-c2c(C)sc(=NC(=O)c3ccco3)n2C)cc1	-1.5	-10	-3	15	-1	5	-6	104	-0.9

Four compounds picked at random from the list so far, as already listed:
SMILES	V1aR counter	GalR3 antagonist	OXTR potentiate	GPR7 antagonist	NALP1 inh	MEKK2 mut-MEK5	M18AAP inhibitor	MEKK2 WT-MEK5	OXTR agonist
CCN(C(=O)CSc1nnc(-c2ccc(OC(F)F)cc2)n1N)C1CCS(=O)(=O)C1 (configuration not stated)	-0.7	-4	7	nt	nt	nt	nt	nt	1.2
CCOc1ccc(CCNC(=O)c2cc3sc(Cl)cc3n2C)cc1OCC	-1.1	-4	-13	-3	4	3	9	107	-1.5
COc1cc(NC(=O)c2cc(-c3ccco3)on2)c(OC)cc1Cl	0.3	-6	-1	-13	14	nt	-4	nt	0.2
COc1ccc(Oc2cc(Cl)nc(N)n2)cc1	0.6	-3	-15	1	2	0	3	104	-0.3
